Shiga inhibitor: Shiga toxin inhibition; AID 2315; Vero cells, Shiga toxin protein synthesis inhibition reporter; 290,000 tested, 9.2% active; inhibition, % at 38.7 µM; in the data active = inhibition mostly above about 28%, no sharp cut-off; inactive = mostly below about 43%; note: 0% is about no effect
Cycloheximide cs: counter-screen hit for Shiga toxin inhibitors, cycloheximide; max response, %; cell reporter, cycloheximide protein synthesis inhibition counterscreen; 300,000 tested, 12% active; in the data active = max response mostly above about 13%, no sharp cut-off; inactive = mostly below about 14%; note: read at 38.3 µM for the half of the compounds with a filed dose; 0% is about no effect
Pf growth 96h: inhibits malaria parasite growth, 96 h; P. falciparum luciferase reporter growth, 96 h; Potency, µM (series often up to 28.7 µM), without a hit: top-dose activity change, negative = inhibition, actives largely listed as inhibitors; 320,000 tested, 6.9% active; AID 504834; note: potency is the fitted concentration of half-maximal effect; % is set by controls: 0 for no effect and ±100 for the full control effect
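P. falciparum expressing integrated firefly luciferase, in erythrocytes at 2% hematocrit, 0.05% parasitemia, incubated with compounds 96 h at 37 C, 5% CO2. Growth inhibition read as loss of luminescence; two-generation exposure targets delayed-death apicoplast inhibitors.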
LmPK inh: blocks Leishmania mexicana pyruvate kinase activity; AID 1721; Q27686; purified LmPK, Kinase-Glo ATP luminescence, 1 h; 290,000 tested, 0.37% active; Potency, µM (titrated, usually from 57.5 µM), for inactives: at the top dose activity change, negative = inhibition, most hits filed as inhibitors; note: potency is the fitted concentration of half-maximal effect; % is set by controls: 0 for no effect and ±100 for the full control effect
Target sequence (Q27686 whole entry, looked up): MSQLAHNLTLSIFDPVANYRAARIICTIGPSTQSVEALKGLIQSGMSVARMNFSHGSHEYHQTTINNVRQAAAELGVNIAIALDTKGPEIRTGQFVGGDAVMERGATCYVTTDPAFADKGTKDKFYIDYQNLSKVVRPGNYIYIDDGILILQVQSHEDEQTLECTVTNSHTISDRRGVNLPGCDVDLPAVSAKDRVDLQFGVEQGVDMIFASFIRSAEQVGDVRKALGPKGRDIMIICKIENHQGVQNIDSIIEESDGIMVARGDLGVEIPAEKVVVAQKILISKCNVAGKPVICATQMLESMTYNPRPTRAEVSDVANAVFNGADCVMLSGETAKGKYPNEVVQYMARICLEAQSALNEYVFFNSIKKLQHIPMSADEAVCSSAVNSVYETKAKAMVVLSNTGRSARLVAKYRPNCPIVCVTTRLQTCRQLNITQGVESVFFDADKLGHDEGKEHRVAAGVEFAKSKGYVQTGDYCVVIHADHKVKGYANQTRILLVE
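0.1 nM LmPK, 0.5 mM PEP, 0.1 mM ADP; 50 mM imidazole pH 7.2, 7 mM MgCl2, 50 mM KCl; 1 h RT. Kinase-Glo luminescence readout, normalized to no-enzyme (full inhibition) and uninhibited wells.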
TbPYK inhibitor: T. brucei pyruvate kinase inhibition; Q57TT1; TbPYK enzyme, Kinase-Glo Plus ATP luminescence, 45 min; Potency, µM (top dose mostly 76.8 µM), for inactives: at the top dose activity, negative = inhibition, actives largely listed as inhibitors; 410,000 tested, 0.12% active; AID 624173; note: potency is the fitted concentration of half-maximal effect; % is set by controls: 0 for no effect and ±100 for the full control effect; nearly all actives have a fitted effect of over 50% in size
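T. brucei PYK with substrate was exposed to pin-transferred compounds across a concentration series, then started with 130 uM ADP (final). After 45 min at room temperature, Kinase-Glo Plus luminescence was read, normalized and curve-fitted.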
AmpC inh no detg: inhibitors of E. coli AmpC beta-lactamase without detergent | Potency, µM (titrated, usually from 57.1 µM), for the others: at the top dose activity change, negative = inhibition, usual class: inhibitors | 330,000 tested, 0.52% active | P00811 | AmpC nitrocefin hydrolysis, absorbance 480 nm, 0.0001% Triton;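 note: potency is the fitted concentration of half-maximal effect; plate controls were no compound for no effect and no enzyme for full effect; nearly all actives have a fitted effect of over 20% in size; some results filed as inactive show a strong effect at the top dose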
Target sequence (P00811 whole entry, looked up): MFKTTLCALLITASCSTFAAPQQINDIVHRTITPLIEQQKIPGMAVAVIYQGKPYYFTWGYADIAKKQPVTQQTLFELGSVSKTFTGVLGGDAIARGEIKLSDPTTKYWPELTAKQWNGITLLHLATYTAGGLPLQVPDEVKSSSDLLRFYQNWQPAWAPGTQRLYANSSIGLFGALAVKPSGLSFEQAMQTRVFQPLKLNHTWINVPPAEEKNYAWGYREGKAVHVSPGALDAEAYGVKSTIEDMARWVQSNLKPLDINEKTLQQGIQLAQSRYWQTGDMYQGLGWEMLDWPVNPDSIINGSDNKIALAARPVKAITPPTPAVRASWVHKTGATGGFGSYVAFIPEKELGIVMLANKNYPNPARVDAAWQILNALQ
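20 mM phosphate pH 7.0 + 0.01% (detergent screen) or 0.0001% Triton X-100; 5.3 nM AmpC reagent; cpd preinc 15 min RT; nitrocefin (800 uM stock) to start; A480 q20 s × 4 min; Activity was normalised to no-enzyme and no-compound control wells.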
Pf growth 48h: P. falciparum growth inhibition at 48 hours (one generation) | P. falciparum luciferase growth in erythrocytes, 48 h | Potency, µM (highest dose often 28.7 µM), inactives show at the top dose activity change, negative = inhibition, most hits filed as inhibitors | 310,000 tested, 5.9% active | AID 504832; note: potency is the fitted concentration of half-maximal effect; % is set by controls: 0 for no effect and ±100 for the full control effect
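Luciferase-expressing parasites in RBCs, 2% Hct / 0.1% parasitemia final; RPMI 1640 + 0.5% Albumax; 37 C, 5% CO2, one generation; luminescence read-out, lower signal = inhibition.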
* = called active by the depositor; ? = inconclusive; · = not tested or not shown; & = joins results of further samples; [ ] = another dose, or the depositor's remark. Unless noted, calls come from the whole dose curve; as a rule, active = well fitted curve in the direction sought with a large enough effect; inconclusive = small, poorly fitted or top-dose-only effect, or another doubt; inactive = no such curve, though single readings can be large; an effect the other way counts as inactive or inconclusive. Outcome played no part in choosing rows (roughly 22% active in at least one column).

SMILES | Shiga inhibitor | Cycloheximide cs | Pf growth 96h | LmPK inh | TbPYK inhibitor | AmpC inh no detg | Pf growth 48h
CCOc1cc(/C=N/n2c(COc3ccccc3)n[nH]c2=S)ccc1O | -12.1 | 0.4 | ? | -3.7% | -18.6% | -22.2% | -21.4%
CCCCCCN1N=C(C)C(C(=O)c2ccc(Cl)cc2)C1=O (centres undefined) | -25.1 | -3.8 | 32.7%[activator] | -1.5% | -0.2% | -26.0% | 12.0%
O=C(NC1(C(F)(F)F)NC(=O)N(Cc2cccnc2)C1=O)c1ccccc1 (centres undefined) | -8.6 | 1.0 | 13.5% | 1.6% | -16.0% | -18.0% | 6.9%
Cc1c(NC(=O)C(C)Sc2ncnc3ccccc23)c(=O)n(-c2ccccc2)n1C (centres undefined) | -12.7 | -2.3 | 31.3%[5.75 µM] | 1.1% | 2.8% | -25.2% | -18.4%
COc1ccc(Nc2cccc(Cl)c2)c(C(=O)O)c1 | 69.9 | 12.8 | 21.3% | 0.0% | -5.0% | -23.3% | 75.8%[activator]
COc1cc(C2CC(=O)Oc3c2c(=O)n(C)c2ccccc32)ccc1O (centres undefined) | -3.2 | -1.5 | 43.9%[activator] | -3.7% | -3.9%&0.1% | -19.3% | 4.0%
O=C(N/N=C(\c1ccccc1)c1ccccn1)c1ccccc1Cl | -3.6 | 0.8 | 2.62µM* | -9.3% | 0.8% | -17.6% | 2.33µM*
O=C(Cc1ccccc1)N/N=C/c1ccc(Cl)cc1Cl | 6.2 | 12.0 | 29.5% | 0.4% | 7.7% | -35.3% | 0.2%
O=C(NCc1ccccc1Cl)C1CCCN(C(=O)Nc2ccc(F)cc2)C1 (centres undefined) | -7.0 | -4.3 | -12.0% | -1.2% | 1.2% | 0.8% | -14.4%
O=C(CN1C(=O)NC2(CCCCCC2)C1=O)c1ccc2c(c1)OCCO2 | 117.9* | 36.0* | 8.28µM* | 7.1% | -7.2% | -15.3% | 105.1%[activator]
CCN1CCN(S(=O)(=O)c2ccc(OC)cc2)CC1 | -0.6 | 0.9 | ? | 5.2% | -5.2% | -3.7% | 0.0%
CC1(C)C2CCC(C2)C1(C)NC(=O)C[N+](C)(C)C (centres undefined) | 13.4 | -0.6 | -16.3% | 4.4% | 2.2% | 3.2% | -19.2%
Cc1csc(NC(=O)c2c(O)c3cccc4c3n(c2=O)CCC4)n1 | -26.1 | -1.3 | -0.8%[5.75 µM] | 0.5% | · | -11.4% | 14.0%
Cc1ccccc1C(=O)NC(NCC1CCCO1)C(Cl)(Cl)Cl (centres undefined) | -3.1 | 1.7 | 10.3% | 2.6% | -1.3% | -17.0% | 48.0%[activator]
O=C(Nc1c(F)c(F)c(F)c(F)c1F)C1CCCCC1 | -15.7 | 0.8 | 237.1%[activator] | 4.5% | 7.2% | -8.7% | -8.3%
NS(=O)(=O)c1ccc(CNC(=O)c2ccc(Br)o2)cc1 | 9.4 | -2.3 | 13.0% | 5.4% | -0.6% | -18.8% | -7.6%
CC1(C)CC(=O)C(C2(O)C(=O)Nc3ccccc32)CO1 (centres undefined) | -1.9 | -6.6 | ? | 3.8% | -4.4% | -9.7% | 6.3%
CC(C)CCN1CCN(CCCc2ccccc2)CC1CCO (centres undefined) | · | -1.8 | ? | 5.0% | -4.1% | -1.9% | -4.7%
CCC(C)(C)n1nnnc1C(c1cc(OC)ccc1OC)N1CCN(Cc2ccccc2)CC1 (centres undefined) | -6.1 | -4.9 | 19.6% | 6.8% | -5.8% | 136.7%[activator] | ?
O=C(COc1ccccc1)OCC(=O)c1ccc(O)cc1O | · | · | 6.1% | · | -6.6% | -22.4% | 26.6%
O=C(/C=C/c1ccccc1)c1ccc2c(c1)OCCCCO2 | 41.4* | 42.8* | · | ? | -14.7% | -26.7% | 121.9%[activator]
C=CCNC(=O)CSc1nc2sc3c(c2c(=O)n1CCCOC)CCC3 | -10.9 | -2.8 | ? | -2.8% | 2.4% | 58.6% | -23.8%
O=C(CC1SC(=NCC2CCCO2)NC1=O)Nc1cccc2ccccc12 (centres undefined) | -6.1 | -3.5 | -14.4% | 1.3% | -0.4% | -17.7% | 20.6%
O=C(CNC(=O)c1cccs1)NCC(=O)OCc1c(F)cccc1Cl | -6.1 | -2.9 | -10.6% | 1.9% | -9.3% | -8.8% | 7.8%
CCc1nc(-c2ccccc2)c2ccccn12 | 20.2 | 12.7 | -1.6% | 13.7%[11.5 µM] | -6.6% | -7.5% | 17.6%
COc1ccc(C(=O)/C=C/Nc2ccc([N+](=O)[O-])cc2)cc1 | 113.6* | 85.0* | -3.7% | 3.0% | -1.8% | -25.4% | 110.3%[activator]
CCCc1nc2c(s1)CCc1onc(-c3ccc(Cl)cc3)c1-2 | · | · | ? | · | -6.1% | -16.4% | ?
COc1ccc(C2(c3ccc(O)cc3O)CC(c3ccccc3Cl)NC(=S)N2)cc1 (centres undefined) | -11.3 | -2.8 | -0.8% | 1.2% | -3.4% | -55.5% | 11.7µM*
Cc1ncc(CN2CCCC(C(=O)c3ccc(C(C)(C)C)cc3)C2)s1 (centres undefined) | 43.6 | 9.9* | ? | 5.8% | -6.4% | 134.5%[activator] | ?
Cc1ccc(OCc2ccc(C#N)cc2)c(C(=O)c2cc(C#N)c(=O)n(C3CC3)c2)c1 | -12.2 | -0.6 | ? | 0.2% | 0.9% | -1.0% | ?
Cc1ccc(C(=O)Nc2c(N)nc(SCC(=O)Nc3cc(C)on3)[nH]c2=O)cc1 | 12.9 | 1.5 | 46.7%[activator] | -3.1% | -3.2% | -1.9% | ?
CCOC(=O)C1CCCCN1Cc1cn(C)nc1-c1ccccc1F (centres undefined) | 19.5 | -2.3 | -6.7% | -7.8% | -2.4% | 28.7% | -8.6%
CCCn1c(=O)c(C(=O)NCC2CCCO2)c(O)c2ccccc21 (centres undefined) | -11.9 | -3.7 | 142.0%[activator] | -2.0% | -3.4% | -14.2% | 2.8%
CCCCN(C(=O)COC(=O)c1nc2nc(C)cc(C)n2n1)C1CCS(=O)(=O)C1 (centres undefined) | · | · | -23.2% | · | 2.7% | -10.8% | -27.3%
CCn1c(SCC(=O)c2cc(OC)ccc2OC)nnc1C1CC1 | -0.7 | -1.2 | ? | -4.2% | 1.1% | 3.2% | -6.6%
Cc1cc(C)n(CCc2nc(-c3cc4ccccc4o3)cs2)n1 | 44.7 | 22.8 | 8.5% | 2.0% | 3.0% | 72.9%[activator] | -4.0%
CN(C)S(=O)(=O)c1ccc(-c2csc(N/N=C/c3ccco3)n2)cc1 | 29.1 | 19.4 | -22.1% | 2.1% | -6.8% | -44.7% | ?
CCOc1ccc(NC(=O)c2ccc3c(c2)C(=O)N(Cc2ccncc2)C3=O)cc1 | · | · | 22.4% | · | -0.7% | -12.6% | -2.6%
CCC(C)(C)C1CCc2[nH]nc(C(=O)NCc3ccccn3)c2C1 (centres undefined) | · | · | 9.28µM* | · | -3.6% | 13.2% | 14.7µM*
COc1ccc(NC(=O)/C(C#N)=C/c2ccc(-c3ccc(Cl)c(C(=O)O)c3)o2)cc1 | -11.1 | -0.7 | ? | -6.8% | 1.0% | -16.0% | -19.6%
COc1ccc(C)cc1C1=Nc2ccccc2C1(C)C | 9.9 | 8.0 | -4.2% | -1.7% | -1.9% | -6.0% | -7.3%
O=S(=O)(/N=C(/c1ccccc1)N1CCCCCC1)c1ccccc1 | 4.1 | -1.7 | 3.2% | 10.8% | 2.9% | -21.6% | 0.0%
COc1cccc(N2CCN(C3CC(=O)N(c4ccc(Cl)cc4)C3=O)CC2)c1 (centres undefined) | -6.4 | -3.2 | · | 1.5% | -0.4% | 58.3% | 6.1%
COc1ccc(/C=C/C2=NN(C)C(=O)CC2)cc1 | 54.2* | 34.5* | 251.1%[activator] | -6.4% | -17.1% | -14.0% | 408.2%[activator]
CC(C)n1c(SCC(=O)NC2CC2)nnc1C1CC1 | -5.4 | 0.9 | ? | -0.5% | 0.8% | -5.6% | 68.3%[activator]
CCN(CC)c1ccc(NC(=O)c2ccccn2)cc1S(=O)(=O)Nc1ccccc1OC | · | · | 10.4µM* | · | -10.3% | -27.5% | 5.86µM*
O=C(COC(=O)C1CC1)NC(=O)c1ccccc1 | · | · | 11.9% | · | -5.4% | -18.1% | 16.3%
O=C(COc1ccc(Br)cc1)NCCCNC(=O)c1cccnc1 | -13.2 | -1.6 | ? | -7.7% | -2.0% | -3.0% | ?

Retrieved by structure from the list above, 4 records:
SMILES | Shiga inhibitor | Cycloheximide cs | Pf growth 96h | LmPK inh | TbPYK inhibitor | AmpC inh no detg | Pf growth 48h
CCC(C)(C)C1CCc2[nH]nc(C(=O)NCc3ccccn3)c2C1 (centres undefined) | · | · | 9.28µM* | · | -3.6% | 13.2% | 14.7µM*
CCc1nc(-c2ccccc2)c2ccccn12 | 20.2 | 12.7 | -1.6% | 13.7%[11.5 µM] | -6.6% | -7.5% | 17.6%
COc1ccc(C(=O)/C=C/Nc2ccc([N+](=O)[O-])cc2)cc1 | 113.6* | 85.0* | -3.7% | 3.0% | -1.8% | -25.4% | 110.3%[activator]
O=C(Cc1ccccc1)N/N=C/c1ccc(Cl)cc1Cl | 6.2 | 12.0 | 29.5% | 0.4% | 7.7% | -35.3% | 0.2%

(listing goes on)
SMILES | Shiga inhibitor | Cycloheximide cs | Pf growth 96h | LmPK inh | TbPYK inhibitor | AmpC inh no detg | Pf growth 48h
Cc1cnc(Nc2nc3ccccc3o2)nc1C(=O)Nc1cccc(C(F)(F)F)c1 | 22.9 | 2.4 | 29.2% | 8.9% | 4.6% | -29.1% | ?
O=C(CCC1CCCCC1)NCCN1C2=NC[C@H](Cc3ccccc3)N2C[C@H]1Cc1ccc(O)cc1 | 2.0 | 1.8 | 4.65µM* | -0.2% | 4.7% | 8.7% | ?
COc1ccc(C)cc1NC(=O)c1cc2c(=O)n3ccccc3nc2n1C | 7.1 | -4.8 | 11.0% | 0.0% | 3.9% | -19.8% | -4.6%
CCOC(=O)C1=C(C)NC(SCC(N)=O)=C(C#N)C1c1ccccc1 (centres undefined) | -8.1 | -2.5 | ? | 1.9% | -16.3% | -6.1% | -18.1%
CCOc1cc(/C=C2/C(=N)N3OC(C)=CC3=NC2=O)ccc1OC | -19.9 | 4.6 | 25.1% | 6.6% | 0.6% | -11.6% | 5.0%
Cc1cccc(CS(=O)(=O)c2ncc(Cl)c(C(=O)Nc3ccc(F)cc3)n2)c1 | 53.3* | 30.3* | -9.9% | -1.2% | -10.6% | -20.4% | -6.2%
N#Cc1ccccc1Sc1ccccc1C(=O)OCC(=O)NC1CCCCC1 | 1.6 | -3.6 | 0.3% | 1.5% | -5.4% | 35.5µM* | 17.6%
C=CC[C@]12CCc3sccc3C1N(c1ccc(C(=O)OCC)cc1)C2=O (some centres undefined) | · | · | ? | · | 0.7% | -20.8% | 10.4µM*

From PubChem
